# Assay outcomes: PubChem, National Center for Advancing Translational Sciences (NCATS)
# TSHR antagonist – antagonists of human thyroid stimulating hormone receptor; activity change, negative = inhibition, % at 11.5 µM; TSHR-expressing cells, TSH-stimulated cAMP HTRF, 2 h; active compounds read low; 330,000 compounds, 0.2% hits; AID 504810; P16473;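 active = activity change below a set negative limit, meaning inhibition stronger than a set level, cut at about -70% in these data; inconclusive = activity change between two set negative limits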; note: % is set by controls: 0 for no effect and ±100 for the full control effect
#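 Competitive HTRF cAMP read-out (cryptate anti-cAMP antibody, cAMP-d2; 30 min, room temperature) in freshly harvested TSHR cells. Compounds added before TSH at EC80 (4nM final), followed by 2 hours' incubation at 37 deg C.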
# TCR act – activates T cell receptor signaling; primary human leukocytes, anti-CD3, IL-2 HTRF, 48 h; Potency, µM (top dose mostly 9.22 µM), for inactives: at the highest dose activation of IL-2 secretion, hits mostly activators; 330,000 tested, under 10 active; AID 504894; note: % of control where 0% means no effect
#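 Primary human leukocytes incubated 48 hr with anti-CD3 beads plus compound, without co-stimulation. Secreted IL-2 measured by HTRF (europium cryptate/d2 anti-IL-2 pair, 320 nm excitation, 665 nm emission).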
# ELG1 repair inh – blocks ELG1-dependent DNA repair in HEK293T cells | 330,000 compounds, 2.3% hits | HEK293T ELG1-luciferase reporter, luminescence, 16 h; DNA damage induced by 5-fluorouridine | Potency, µM (doses to about 46.1 µM), inactives show top-dose activity change, negative = inhibition, most hits filed as inhibitors; note: potency is the fitted concentration of half-maximal effect; % is set by controls: 0 for no effect and ±100 for the full control effect; nearly all actives have a fitted effect of over 55% in size
#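 Step one: seed 2,000 cells per well. Step two: pin-transfer compound or DMSO alongside 5-fluorouridine. Step three: incubate 16 hr, 37 °C, 5% CO2. Step four: add ONE-Glo, wait 30 min, read luminescence.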
# KCNH2 3.1 block – inhibitors of human KCNH2 3.1 potassium channel isoform; activity change, % (tested at about 1.8 µM); 340,000 compounds, 0.95% hits; U2OS KCNH2 3.1, thallium flux FluxOr; active compounds read low; AID 720553;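 active = maximum activity change below -70%; inconclusive = maximum activity change from -70% to -50%; inactive = maximum activity change above -50%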;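 note: thallium influx rate constant from kinetic fluorescence after stimulation buffer; % is set by controls: 0 for no effect and ±100 for the full control effect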
#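 We transduce U2OS cells with the mutant 3.1 virus, culture them overnight, load FluxOr with Red40 quencher for 45 min, then add stimulation buffer and read kinetically for 2 min to derive a normalized rate constant.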
# Mito fusion act – mitochondrial division inhibition or fusion activation; S. cerevisiae fusion-defective mutant growth rescue, CellTiterGlo 48 h; Potency, µM (series often up to 46.1 µM), for inactives: at the highest dose growth rescue (activation), usual class: activators; 320,000 compounds, 0.23% hits; AID 485298;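 note: potency is the fitted concentration of half-maximal effect; % of control where 0% means no effect; nearly all actives have a fitted effect of over 45% in size; temperature-sensitive fusion mutants such as fzo1-1 at 37 °C on non-fermentable ethanol glycerol medium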
#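 Compounds are tested for their ability to restore growth of mitochondrial fusion-defective yeast strains at non-permissive 37C in YPEG medium over 48 hours. Viability is quantified by luciferase luminescence.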
# TRPV1 ag – human TRPV1 agonism; Q8NER1; TRPV1-expressing cells, Fluo-8 calcium influx, agonist mode; activation, % at 8.33 µM; 320,000 compounds, 0.19% hits; AID 540275; in the data active = activation above about 80%; inconclusive = between about 30% and that limit; note: 0% is about no effect
# Target sequence (Q8NER1 whole entry, looked up): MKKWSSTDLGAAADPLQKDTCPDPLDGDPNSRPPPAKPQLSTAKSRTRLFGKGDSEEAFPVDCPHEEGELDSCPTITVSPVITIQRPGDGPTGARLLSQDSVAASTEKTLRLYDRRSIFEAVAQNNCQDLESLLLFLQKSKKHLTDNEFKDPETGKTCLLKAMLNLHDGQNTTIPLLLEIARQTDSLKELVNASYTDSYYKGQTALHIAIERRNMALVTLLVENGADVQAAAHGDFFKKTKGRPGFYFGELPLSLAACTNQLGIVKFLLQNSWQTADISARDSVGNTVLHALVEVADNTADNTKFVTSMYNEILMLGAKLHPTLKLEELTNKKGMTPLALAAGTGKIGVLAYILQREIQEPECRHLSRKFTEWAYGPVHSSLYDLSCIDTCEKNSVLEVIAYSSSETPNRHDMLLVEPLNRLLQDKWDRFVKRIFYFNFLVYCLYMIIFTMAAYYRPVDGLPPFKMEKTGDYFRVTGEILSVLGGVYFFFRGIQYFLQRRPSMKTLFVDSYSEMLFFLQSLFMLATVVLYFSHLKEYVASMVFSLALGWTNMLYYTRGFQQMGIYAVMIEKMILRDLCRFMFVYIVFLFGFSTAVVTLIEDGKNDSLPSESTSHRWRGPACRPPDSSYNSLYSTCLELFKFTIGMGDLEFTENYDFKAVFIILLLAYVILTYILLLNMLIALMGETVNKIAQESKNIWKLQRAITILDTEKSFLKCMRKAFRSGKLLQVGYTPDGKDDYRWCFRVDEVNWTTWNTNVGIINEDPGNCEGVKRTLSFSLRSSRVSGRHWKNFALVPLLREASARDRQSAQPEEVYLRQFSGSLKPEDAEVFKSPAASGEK
#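 Fluo-8 calcium influx in TRPV1-expressing cells, kinetic read (ex 480/em 520 nm). Compound added and read 3 min for agonist activity, followed by capsaicin at EC20 final and 2 min further read for enhancement.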
# Eya2 inh – Eya2 (human) phosphatase inhibition; O00167; AID 488837; recombinant Eya2, OMFP fluorescence dephosphorylation (OMFP is methylfluorescein phosphate); Potency, µM (titrated, usually from 76.9 µM), for the others: at the highest dose activity, negative = inhibition, usual class: inhibitors; 330,000 compounds, 0.006% hits; note: potency is the fitted concentration of half-maximal effect; % is set by controls: 0 for no effect and ±100 for the full control effect
#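 Eya2 protein (added as 0.2 uM solution) was preincubated with compound for 10 min at ambient temperature in 50 mM HEPES pH 7.5, 50 mM NaCl, 5 uM MgCl2, 0.05% BSA, 1 mM DTT. OMFP (added at 50 uM) then reacted 10 min; fluorescence read at 485/525 nm.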
# KCNH2 WT inh – blocks the wildtype human KCNH2 potassium channel. U2OS, BacMam KCNH2, thallium flux FluxOr; active compounds read low. activity change, % at 1.84 µM. 340,000 compounds, 0.37% hits. Q12809;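 active = maximum activity change below -70%; inconclusive = maximum activity change between -70% and -50%; inactive = maximum activity change above -50%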; note: % is set by controls: 0 for no effect and ±100 for the full control effect
#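 U2OS cells transduced with wild-type KCNH2 virus are loaded with FluxOr dye for 45 min, and thallium flux is measured in kinetic reads before and after stimulation buffer. Rate constants are normalized to DMSO controls.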
# AT treatment – potential ataxia-telangiectasia treatment. Potency, µM (top dose mostly 57.5 µM), inactives show at the top dose activation, actives largely listed as activators. […] A-T fibroblasts, KAP-1 phosphorylation AlphaLISA; neocarzinostatin DNA damage 30 min before lysis. 320,000 compounds, 0.19% hits; note: potency is the fitted concentration of half-maximal effect; % of control where 0% means no effect; nearly all actives have a fitted effect of over 45% in size
#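 hTERT-immortalized A-T patient fibroblasts ([…]), 500 cells/well in OPTI-MEM, 1% FBS, got compounds for 60 min, then NCS for 30 min at 37C. Lysates were then assayed for phospho-KAP-1 by AlphaLISA (anti-pKAP1 donor, anti-KAP1 acceptor beads), 6 hr at 25C.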
# USP2a block – inhibitors of human ubiquitin-specific protease USP2a | O75604 | USP2 core, Ub-CHOP2 coupled fluorogenic reporter, 485/531 | Potency, µM (series often up to 38.3 µM), for the others: at the highest dose activity change, negative = inhibition, usual class: inhibitors | 330,000 compounds, 0.01% hits | AID 463254;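 note: potency is the fitted concentration of half-maximal effect; plate controls were DMSO wells for no effect and full inhibition by NEM control for full effect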
#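 Cell-free coupled assay: 10nM USP2 core preincubated 30min RT with compound in Tris-HCl pH 8.0/CaCl2/CHAPS buffer, then 25nM Ub-CHOP2 and 25nM reporter substrate; fluorescence (Ex 485/Em 531) read after 60min RT, normalized to NEM inhibition, concentration-response curves fitted.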
# The depositor's hits bear a star; u = inconclusive; x = not tested or not shown; [ ] = another dose, or the depositor's remark. Unless noted, calls come from the whole dose curve; as a rule, active = well fitted curve in the direction sought with a large enough effect; inconclusive = small, poorly fitted or top-dose-only effect, or another doubt; inactive = no such curve, though single readings can be large; an effect the other way counts as inactive or inconclusive. These rows are one share of the data. The share of hits here may be higher or lower than overall.
SMILES,TSHR antagonist,TCR act,ELG1 repair inh,KCNH2 3.1 block,Mito fusion act,TRPV1 ag,Eya2 inh,KCNH2 WT inh,AT treatment,USP2a block
CSCCC(NC(=O)c1ccco1)C(=O)Nc1ccc(C)cn1 (centres undefined),-4,-1%,u,-26,6%,-1,-7%,4,-1%,2%
O=C(CSc1nnc2ccccn12)Nc1nsc(-c2ccccc2)n1,4,1%[46.1 µM],-25%,-2,-3%,-1,1%,0,4%,0%
COc1ccc(NC(=O)C(=O)NCCC2=CCCCC2)c(OC)c1,-2,-5%[46.1 µM],u,-30,-4%,-1,6%,-2,1%,-1%
CCOc1ccccc1/C=N\Nc1cnn(Cc2ccccc2)c(=O)c1Cl,7,6%,u,0,14%,3,17%,7,3%,5%
Cc1cccc(NS(=O)(=O)c2nnc(NC(=O)c3ccccc3F)s2)c1,0,3%,9%,-8,4%,-1,9%,4,2%,0%
CCn1c(CCNC(=O)c2ccc(OC)cc2)nnc1SCc1ccc(Cl)c(Cl)c1,2,7%[46.1 µM],u,0,9%,u,-7%,-2,-7%,0%
CN(c1ccc(OC(=O)CC2OC(=O)c3ccccc32)cc1)S(=O)(=O)c1ccccc1 (centres undefined),-27,-16%,0%,9,12%,0,4%,-37,18%,-10%
CCN1CCN(CCNC(=O)c2ccc3c(c2)N(Cc2cccc(Cl)c2)C(=O)c2ccccc2S3=O)CC1 (centres undefined),3,3%,u,-22,-5%,1,-6%,2,3%,2%
N#Cc1c(-c2cccnc2)c2c([nH]c1=S)CCCC2,1,-2%,23%,-4,-1%,-3,-25%,-13,-1%,-1%
O=C(O)CCCNc1ccc([N+](=O)[O-])c(NCCCC(=O)O)n1,13,-2%,-3%,14,4%,-4,1%,-2,-2%,1%
O=C(CN1CCCc2ccccc21)NCc1ccccc1Cl,3,-3%[46.1 µM],21%,-5,16%,13,-5%,-1,5%,1%
Cc1ccc(NC(=O)C2CCN(S(=O)(=O)c3c(C)nn(C)c3C)CC2)c(Cl)c1,-2,-7%,3%,-11,-8%,-2,10%,4,5%,2%
Cc1ccc(-n2c(C)cc(/C=N/NC(=O)CC3(C)OCCO3)c2C)c(C)c1,0,-3%[46.1 µM],-5%,6,0%,-4,-2%,-4,0%,-1%
CC(C)CNS(=O)(=O)c1cc2c3c(c1)CC(=O)N3CCC2,-7,-2%,3%,-6,13%,5,12%,-2,3%,2%
Cc1ccc(C(=O)Oc2ccc(C(=S)N3CCOCC3)cc2)cc1,8,3%,1%,-23,-3%,9,-3%,x,-13%,0%
O=C(NNC(=O)C1CCN(C(=O)Nc2ccccc2)CC1)c1ccc(F)cc1,23,-3%,21%,-4,0%,-6,14%,8,9%,0%
CC1CCC(NC(=O)CN2CCN(S(=O)(=O)c3cccs3)CC2)CC1 (centres undefined),-9,-2%,1%,-14,-2%,2,-1%,0,0%,-17%
O=C(N/N=C/c1ccco1)c1cc(-c2ccc(Br)s2)[nH]n1,27,4%,-2%,-18,3%,6,4%,7,-2%,4%
COc1ccc(CNC(=O)c2ccc3c(c2)N(C)C(=O)CS3=O)cc1 (centres undefined),-3,-4%,-5%,4,-2%,x,32%,-1,8%,0%
Cc1cccc(NS(=O)(=O)c2cccc(C(=O)Nc3cccc(C(=O)O)c3)c2)c1,-7,-5%,0%,10,-1%,-3,1%,-4,0%,2%
CCOC(=O)c1ccc2c(c1)[nH]c(=S)n2CC,4,4%,u,12,-3%,2,-11%,5,4%[11.5 µM],7%
CC1CCCN(CCCN2C(=O)C3C(C(=O)Nc4ccc(Cl)cc4)C4C=CC3(O4)C2C(=O)NC2CCCCC2)C1 (centres undefined),-9,1%,7%,8,3%,0,2%,-5,-4%,2%
COc1cc(CNC2CCCc3ccccc32)cc(OC)c1OC (centres undefined),-2,1%[46.1 µM],-24%,19,-6%,-2,-2%,-22,-5%,2%
CCN(CC)S(=O)(=O)c1ccc(OC)c(NC(=O)CCc2c(C)noc2C)c1,31,x,19%,-25,-3%,-2,12%,-4,12%,-2%
COc1ccc(-n2nc(C(=O)Nc3ccc4c(c3)OCO4)c3ccccc3c2=O)c(OC)c1,-14,8%,-27%,3,-5%,2,-16%,-10,-7%,3%
CCCc1ccc(OCC(O)CN2CCCC2)cc1 (centres undefined),19,x,-14%,5,-2%,-2,2%,37,-10%,-1%
CCc1ccc(OC(C)C(=O)Nc2ccc(S(=O)(=O)Nc3nccs3)cc2)cc1 (centres undefined),3,-3%,-11%,17,3%,3,1%,-10,4%,3%
O=C(CCC(=O)c1cccs1)c1cccs1,-18,4%[46.1 µM],u,-20,1%,2,2%,2,8%,-3%
CCOC(=O)c1cc2sccc2n1CC(=O)Nc1ccc(OC)c(OC)c1,17,-7%,-6%,14,4%,0,-24%,9,10%,5%
Cc1sc(NC(=S)NC(=O)CCc2ccccc2)c(C(N)=O)c1C,40,-4%[46.1 µM],10%,-21,-7%,-2,-1%,3,-3%,1%
Cc1cccn2cc(-c3ccc(S(=O)(=O)N4CCOCC4)cc3)nc12,7,-1%,u,2,0%,0,17%,0,-8%,2%
CCc1cc(C(=O)OC)c(NC(=O)C2CC(=O)NN2Cc2ccccc2)s1 (centres undefined),25,4%,u,-7,1%,7,3%,-5,-7%,2%
O=C(O)c1cccc(-c2ccc(/C=N/NC(=O)c3cccnc3)o2)c1,-3,0%[46.1 µM],28%,-5,-1%,-3,4%,1,3%,6%
CC(=O)Nc1ccc(N2C(=O)CC(N3CCN(Cc4ccc5c(c4)OCO5)CC3)C2=O)cc1 (centres undefined),13,2%[46.1 µM],18%,-2,0%,2,1%,1,2%,-3%
CCSc1nnc(NC(=O)C2CCCN(S(=O)(=O)c3cnc[nH]3)C2)s1 (centres undefined),39,1%,-25%,3,4%,-2,-4%,6,19%,-2%
COc1cccc(-c2c(C(=O)N/N=C(\C)c3ccncc3)nnn2-c2nonc2N)c1,-2,11%,-2%,2,-5%,-2,-10%,17,11%,-2%
CCC12OC(=N)C(C#N)(C1C)C(C#N)(C#N)C(c1ccccc1)O2 (centres undefined),9,-4%[46.1 µM],2%,13,-5%,-5,-9%,-18,-3%,3%
COc1cc(/C=C(\NC(=O)c2ccccc2)C(=O)Nc2cccc(O)c2)c([N+](=O)[O-])cc1OC,-7,-1%,-3%,3,-1%,1,-33%,-1,-1%,2%
CCN1CCN(C(=S)NC(C)c2ccccc2)CC1 (centres undefined),28,-12%[46.1 µM],12%,8,6%,2,4%,1,1%,0%
O=C(CCS(=O)(=O)c1ccc(Cl)cc1)Nc1nc(-c2ccncc2)cs1,10,-3%,7.3µM*,3,12%,-1,4%,-5,0%,-3%
COc1cccc(CNc2ccc(S(=O)(=O)Nc3nccs3)cc2)c1O,56,0%,-6%,-9,-8%,0,38%,0,20%,-2%
COc1ccc(-c2noc(N3CCC(C(=O)Nc4ccccc4OC)CC3)n2)cc1,-3,-4%,23µM*,0,-4%,19,-8%,-14,1%,3%
CCCCOc1ccc(C(=O)Nc2ccc(N3CCN(C(C)=O)CC3)cc2)cc1,-4,-1%,-13%,6,2%,u,-4%,3,x,-2%
COc1ccc(NC(=S)NCc2cccs2)cc1,6,-2%,-9%,3,-12%,-2,13%,12,0%,1%
Cc1cccc2sc(N(CCCN(C)C)C(=O)CCc3ccccc3)nc12,9,-2%[46.1 µM],11%,-43,-15%,2,-11%,-1,1%,0%
CCCCn1c(SCC(=O)Nc2cc(C)on2)nnc1-c1cccs1,5,-3%,-6%,-10,10%,2,-4%,-6,0%,8%
COc1ccccc1NC(=O)NNC(=O)c1ccc2ccccc2c1O,4,-3%,13%,11,5%,3,8%,7,-9%,-1%
O=C1NC(=S)S/C1=C/c1ccc(OC(=O)c2ccco2)cc1,4,-2%,u,-4,u,0,-9%,-3,-10%,1%
CCCCOC(=O)Nc1nnc(/C=C/c2ccc(OC)cc2)s1,4,7%[46.1 µM],u,-2,6%,4,-8%,-10,-10%,2%
CCOC(=O)C(C)C(C)=O (centres undefined),-15,4%,12%,-5,-5%,3,5%,6,4%,-1%
CC(C)n1c(NCc2ccc(N(C)C)cc2)nc2ccccc21,4,1%,u,-7,-3%,1,3%,5,x,7%

# 2 of the compounds above, field by field:
COc1ccccc1NC(=O)NNC(=O)c1ccc2ccccc2c1O
  TSHR antagonist = 4
  TCR act = -3%
  ELG1 repair inh = 13%
  KCNH2 3.1 block = 11
  Mito fusion act = 5%
  TRPV1 ag = 3
  Eya2 inh = 8%
  KCNH2 WT inh = 7
  AT treatment = -9%
  USP2a block = -1%

CCCCOC(=O)Nc1nnc(/C=C/c2ccc(OC)cc2)s1
  TSHR antagonist = 4
  TCR act = 7%[46.1 µM]
  ELG1 repair inh = u
  KCNH2 3.1 block = -2
  Mito fusion act = 6%
  TRPV1 ag = 4
  Eya2 inh = -8%
  KCNH2 WT inh = -10
  AT treatment = -10%
  USP2a block = 2%
